# SUMO1-SIM PPI – modulators of human SUMO1-mediated protein-protein interactions | P63165 | SUMO1 binding to a labelled peptide, TR-FRET, 1 h | inhibition, % at 20 µM | 360,000 tested, 0.33% active | AID 602429; in the data active = inhibition above about 37%
# Target sequence (P63165 whole entry, looked up): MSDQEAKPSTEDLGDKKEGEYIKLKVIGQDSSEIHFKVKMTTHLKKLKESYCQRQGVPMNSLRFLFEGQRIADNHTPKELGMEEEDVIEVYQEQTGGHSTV
# STEP block – STEP (human) phosphatase inhibition; AID 588621; recombinant STEP, OMFP fluorogenic substrate, fluorescence; 360,000 tested, 0.25% active; P54829; inhibition, % at 20 µM;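 active = inhibition at 20 µM, scaled per plate between control wells, above about 37%, limit read from the data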;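 note: 0% = DMSO with enzyme and substrate and 100% = substrate only without enzyme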
#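 medium = Bis-Tris buffer pH 6.0, 2.5 mM DTT, 0.005% Tween 20 | test system = STEP (striatal-enriched tyrosine phosphatase) enzyme, cell-free | measure = normalized % inhibition | compound dosing = 20 µM, 1% DMSO | also added = 25 µM OMFP | schedule = reaction 20 min, ambient temperature | measured by = fluorescence read at 480 nm ex / 540 nm em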
# SKN-1 inh – C. elegans SKN-1 inhibition; C. elegans VP596 Pgst-4::GFP/RFP ratio, acrylamide-induced, 24 h; inhibition, % at 21.8 µM; 360,000 tested, 0.49% active; AID 624304;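 active = interference check ratio from 0.5 to 1.5 plus GFP to RFP signal ratio inhibition reaching or exceeding a fixed threshold, cut at about 30% in these data, passing the limit was not always enough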; note: some compounds called inactive have numbers as strong as hits
# DNMT1 inh – DNMT1 (human) enzyme inhibition; AID 588458; DNMT1 molecular beacon, Hinp1I cleavage, fluorescence; P26358; 360,000 tested, 0.83% active; inhibition (reported as % activation of signal), % at 10 µM; in the data active = inhibition above about 50%
# CendR NRP1 mod – modulators of CendR peptide binding to human neuropilin-1 | O14786 | FAM-RPARPAR peptide binding to NRP-1, fluorescence polarization | inhibition, % at 25 µM | 360,000 tested, 0.85% active | AID 602438;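 active = inhibition or corrected inhibition above about 18%, plus a signal ratio from 0.5 to 1.5, limit read from the data, passing the limit was not always enough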; note: strong numbers were not always called active
# LMPTP block – blocks human LMPTP phosphatase. P24666. recombinant LMPTP-A, OMFP fluorogenic substrate, fluorescence intensity. inhibition, % at 20 µM. 360,000 tested, 0.22% active. AID 651560;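 active = compounds that cut the enzyme signal by at least half of the control window in the single-dose screen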;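 note: plate controls were DMSO wells with enzyme plus substrate for no effect and substrate without enzyme for full effect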
#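 Assay system: LMPTP-A enzyme. Input: 0.625 nM LMPTP-A final. Probe or stimulus: 400 µM OMFP. Compound dosing: single 20 µM dose. Schedule: 50 min dark incubation at room temperature. Detection: fluorescence intensity of OMFP turnover product. Read-out: percent inhibition versus substrate-only and uninhibited controls. Benchmarks: no-enzyme low control, uninhibited high control.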
# NadD block – blocks S. aureus nicotinate mononucleotide adenylyltransferase. purified NadD enzyme, colorimetric absorbance read-out. 360,000 tested, 0.78% active. inhibition, % at 20 µM. AID 602399; in the data active = inhibition above about 26%; note: some compounds past the cut are filed as inactive
# TbMetRS inhib – blocks T. brucei methionyl-tRNA synthetase activity. purified T. brucei MetRS, ATP depletion, Kinase-Glo luminescence. 360,000 tested, 0.4% active. inhibition, % at 11.9 µM. AID 624268;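 active = inhibition above a per-plate cutoff of the control wells' mean inhibition plus 3 SD, cut at about 5.5% in these data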;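 note: 0% = DMSO wells median and 100% = median of wells with control inhibitor compound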
#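 technique = Kinase-Glo luminescence, ATP depletion format | system = purified MetRS (methionyl-tRNA synthetase) enzyme from Trypanosoma brucei | timing = 15 min preincubation, 2 h reaction, all 25 °C | evaluation = percent inhibition versus plate control medians | dosing = single dose, 11.9 µM final nominal, 0.9% final DMSO | also added = substrates ATP, L-methionine and bulk Escherichia coli tRNA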
# Scp1 inh – blocks human Scp-1 phosphatase activity; Recombinant Scp1, phosphopeptide, malachite green phosphate absorbance; inhibition, % at 20 µM; 340,000 tested, 0.88% active;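 active = inhibition above about 50% at 20 µM, limit read from the data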;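 note: plate controls were DMSO wells with enzyme for no effect and wells lacking enzyme for full effect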
# Target sequence (Q9GZU7 76-261 limits assumed): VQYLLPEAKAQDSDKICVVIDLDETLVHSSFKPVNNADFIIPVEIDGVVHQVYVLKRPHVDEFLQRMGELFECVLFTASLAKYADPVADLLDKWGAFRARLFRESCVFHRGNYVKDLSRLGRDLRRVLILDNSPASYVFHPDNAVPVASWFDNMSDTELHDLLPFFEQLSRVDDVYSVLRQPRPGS
#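 System: truncated SCP-1 phosphatase (76-261aa); medium: Tris acetate buffer pH 5.5 with MgCl2 and Tween-20; incubation: 45 min room-temperature reaction, 5 min colour, 30 min stabiliser; compound: single 20 µM dose, 1% DMSO; reagent: Phosphorylated 17-residue peptide substrate; read-out: % inhibition at 20 µM; technique: colorimetric free-phosphate detection, absorbance 630 nm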
# Neddyl block – blocks human cullin neddylation | calls only at 25 µM | TR-FRET cullin neddylation, biochemical | 360,000 tested, 0.58% active | AID 651699 | P61081+Q13564; in the data active = inhibition above about 36%
# Target sequence (P61081 whole entry, looked up): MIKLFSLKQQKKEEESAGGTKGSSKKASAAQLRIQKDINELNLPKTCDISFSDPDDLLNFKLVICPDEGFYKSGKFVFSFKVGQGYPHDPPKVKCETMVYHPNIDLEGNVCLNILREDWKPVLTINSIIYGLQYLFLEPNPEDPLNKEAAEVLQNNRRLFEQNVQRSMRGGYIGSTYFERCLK
# Target sequence (Q13564 whole entry, looked up): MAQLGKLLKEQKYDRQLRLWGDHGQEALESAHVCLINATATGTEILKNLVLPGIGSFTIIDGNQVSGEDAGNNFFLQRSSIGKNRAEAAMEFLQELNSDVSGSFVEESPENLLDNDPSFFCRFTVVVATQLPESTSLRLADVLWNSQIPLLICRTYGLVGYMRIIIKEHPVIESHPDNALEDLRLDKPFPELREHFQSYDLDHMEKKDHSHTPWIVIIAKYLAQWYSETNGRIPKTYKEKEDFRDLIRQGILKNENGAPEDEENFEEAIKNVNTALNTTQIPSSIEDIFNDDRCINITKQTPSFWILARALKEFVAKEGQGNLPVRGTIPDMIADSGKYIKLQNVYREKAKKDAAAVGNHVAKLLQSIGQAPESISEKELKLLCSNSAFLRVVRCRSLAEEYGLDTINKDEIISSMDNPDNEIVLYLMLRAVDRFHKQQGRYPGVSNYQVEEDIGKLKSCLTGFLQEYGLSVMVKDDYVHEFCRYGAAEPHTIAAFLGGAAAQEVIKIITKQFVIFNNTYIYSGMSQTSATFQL
# Starred values were filed as active, the others as inactive; i = inactive; nt = not tested or not shown; + = active, no number.
SMILES,SUMO1-SIM PPI,STEP block,SKN-1 inh,DNMT1 inh,CendR NRP1 mod,LMPTP block,NadD block,TbMetRS inhib,Scp1 inh,Neddyl block
N#Cc1nc(-c2ccccc2Cl)oc1N1CCN(C(=O)c2ccco2)CC1,-18,0,-5,4,0,2.4,-5,-1.0,-5,i
COc1ccccc1-n1c(SCC(=O)N2CCCC2)nc2cccnc21,-1,3,0,-1,6,1.2,-7,-0.7,-5,i
CNC(=O)C[C@H]1C(=O)N(c2ccc(OC)cc2)C[C@@H]1C,-1,5,-6,0,-11,-0.5,-1,-0.5,nt,i
O=C(N/C(=C/c1ccccc1Cl)C(=O)N1CCCCC1)c1ccco1,3,-1,-5,0,-1,-1.1,-2,-0.6,1,i
Cc1c(Cc2ccccc2)sc(NC(=O)Cc2ccccc2)c1C(N)=O,0,3,-9,-20,-18,3.5,11,-0.1,-6,i
COc1cccc(/C=C/C(=O)Nc2ccc3nc4n(c(=O)c3c2)CCCC4)c1OC,-2,1,-6,1,6,3.2,-9,-1.0,2,i
Cc1nnc(N/N=C/c2ccc(O)c([N+](=O)[O-])c2)[nH]c1=O,-11,0,-1,2,3,-15,1,-0.2,0,i
CCOC(=O)c1sc(NC(=O)CSc2nc(-c3ccco3)cc(C(F)(F)F)n2)c(C#N)c1C,1,1,13,11,1,2.3,24,0.0,-4,i
FC(F)(F)c1nnc(-c2ccccc2)nc1Sc1ccccc1,1,4,-3,5,0,2.9,17,-0.9,-12,i
CCN1CCN(c2oc(-c3ccccc3)nc2S(=O)(=O)c2ccc(C)cc2)CC1,3,-1,-20,0,-15,0.0,-11,-0.3,-2,i
O=C(c1cc(COc2cccc3cnccc23)on1)N1CCC(c2ccccc2Cl)C1 (centres undefined),-1,1,-2,-10,-15,8.5,9,0.4,9,i
COc1ccc(CNc2nc3nc(-c4ccccc4)cc(=O)n3[nH]2)cc1OC,1,4,9,-2,10,-1.9,6,-0.9,-4,i
CCOC(=O)CN=C/C(C(=O)Nc1nccs1)=C(/C)O,-3,-3,-2,0,9,-0.4,-4,-0.5,0,i
CCS(=O)(=O)Nc1ccc2c(c1)N(C(C)=O)c1ccccc1CC2,2,1,12,1,-7,-0.5,-1,-0.5,-5,i
O=C(O)c1ccc(Cl)c(S(=O)(=O)Nc2cccc(C(=O)Nc3cccc(C(F)(F)F)c3)c2)c1,8,-1,-4,0,-12,-0.1,2,0.2,-1,i
COc1ccc(CC(NC(C)=O)C(=O)NC2CCN(S(=O)(=O)c3ccc(NC(C)=O)cc3)CC2)cc1OC (centres undefined),-2,-2,1,1,-2,2.1,-6,-0.9,11,i
Cc1cccc(C)c1NC(=O)C(C1CC1)n1c(=O)c(-c2ccccc2)nc2ccccc21 (centres undefined),-8,nt,5,nt,3,-0.3,nt,0.0,nt,+
C=CCOC(=O)C1=C(C)NC(=O)NC1c1ccc(Cl)cc1 (centres undefined),7,-5,-20,2,-12,-2.2,1,-0.5,3,i
O=C(CSc1ncnc2ccccc12)c1ccc2c(c1)OCCO2,-8,2,11,-4,-14,1.4,3,-1.0,-4,i
NS(=O)(=O)c1ccc(CNS(=O)(=O)c2cccc3nonc23)cc1,-29,0,8,-4,-4,-1.3,-9,-0.1,-7,i
CCOC(=O)c1c(C)[nH]c(C)c1C(=O)CSc1ncccn1,-1,2,-16,2,4,-1.2,-1,-0.6,-3,i
COC(=O)c1sc(=S)n(-c2ccc(Cl)cc2)c1C,-16,2,0,1,-10,-0.4,-3,-0.1,-10,i
Cc1ccc(S(=O)(=O)N(C)C[C@@H]2OCc3ccccc3-c3c(n(C)c4ccccc34)C(=O)N([C@H](C)CO)C[C@@H]2C)cc1,3,2,8,-20,-2,2.3,6,-0.8,nt,i
COc1cc(-c2ccc3c(=O)c4ccccc4sc3c2)cc(OC)c1OC,-7,1,11,30,3,0.0,-5,-0.5,2,i
O=C(NNC(=O)c1ccc2c(c1)OCO2)NC1CCCCC1,-1,-6,0,1,10,-0.7,-4,-0.3,-2,i

# Quoted at random: three records from the list, in no set order.
SMILES,SUMO1-SIM PPI,STEP block,SKN-1 inh,DNMT1 inh,CendR NRP1 mod,LMPTP block,NadD block,TbMetRS inhib,Scp1 inh,Neddyl block
O=C(c1cc(COc2cccc3cnccc23)on1)N1CCC(c2ccccc2Cl)C1 (centres undefined),-1,1,-2,-10,-15,8.5,9,0.4,9,i
N#Cc1nc(-c2ccccc2Cl)oc1N1CCN(C(=O)c2ccco2)CC1,-18,0,-5,4,0,2.4,-5,-1.0,-5,i
COc1cc(-c2ccc3c(=O)c4ccccc4sc3c2)cc(OC)c1OC,-7,1,11,30,3,0.0,-5,-0.5,2,i

# New compounds follow
SMILES,SUMO1-SIM PPI,STEP block,SKN-1 inh,DNMT1 inh,CendR NRP1 mod,LMPTP block,NadD block,TbMetRS inhib,Scp1 inh,Neddyl block
Oc1c(Br)cc(Br)cc1CNc1cccc2cccnc12,22,5,10,14,-3,6.3,57*,0.4,4,i
CC(C)CN(C(=O)c1ccc(N2CCCC2=O)cc1)C1CCS(=O)(=O)C1 (centres undefined),21,3,-8,-1,-8,-1.1,-6,-0.1,-9,i
CCCC1(C(=O)OCC)NC(c2ccc(N(C)C)cc2)C2C(=O)N(c3ccc4c(c3)OCCO4)C(=O)C21 (centres undefined),2,2,2,-5,-4,0.5,6,-0.1,-5,i
CN(CC(=O)Nc1ccc(F)cc1)C(=O)COC(=O)CNC(=O)c1ccc(Cl)cc1Cl,0,-1,-13,0,10,-0.7,-3,-0.1,23,i
C[C@@H]1CN([C@H](C)CO)C(=O)c2cc(C#CC3CC3)cnc2O[C@H]1CN(C)S(C)(=O)=O,3,1,6,2,0,-1.6,5,-1.0,nt,i
O=[N+]([O-])c1cc(S(=O)(=O)Nc2ccccc2)ccc1NCc1cccnc1,-26,-3,4,7,-5,1.4,0,0.1,0,i
CCC(C)NC(=O)CCCCCn1c(=O)[nH]c2cc(OC)c(OC)cc2c1=O (centres undefined),2,0,-6,-1,-10,-1.4,8,-0.1,-7,i
C=C1CCN([C@@H](C)C(=O)NCc2ccc(Cl)cc2)S(=O)(=O)c2ccccc21,3,-2,5,0,23,-1.1,0,-0.4,-1,i
Cc1cccc(-c2cnc(C(O)Cc3ccccc3)[nH]2)c1 (centres undefined),0,-2,8,1,-1,0.1,1,-0.3,nt,i
CCOC(=O)C1=C(CSc2nc3c(cc2C#N)CN(C)CC3)OC(N)=C(C#N)C1c1ccc(Cl)cc1 (centres undefined),9,4,4,-22,-61,4.5,16,-0.5,2,i
Cc1ccc(-n2ncc(C(=O)NCC3CCN(C4CCCC4)C3)c2C2CCN(C(=O)OC(C)(C)C)CC2)cc1 (centres undefined),-5,2,-8,-5,9,-0.9,-4,-1.1,-1,i
Cc1ccc(N2CCN(C3C(=O)Nc4ccccc4-n4nnnc43)CC2)cc1 (centres undefined),-7,nt,-13,nt,4,0.1,nt,-0.2,nt,i
CCCC1NC(=O)c2cc3ccccc3cc2-n2c1nc1cc(F)ccc1c2=O (centres undefined),-18,0,-5,-1,10,-1.3,10,0.6,nt,i
O=C1/C(=C/c2ccccc2)SC(=S)N1C1CCS(=O)(=O)C1 (centres undefined),-23,-2,-1,-4,-14,-2.0,-7,-0.6,-5,i
COc1ccc(N2C(=O)c3ccccc3S2(=O)=O)cc1,2,0,3,1,5,0.9,-3,0.3,-8,i
Cc1ccc(-n2c(SCC(=O)O)nc3sc4c(c3c2=O)C(C)CCC4)cc1 (centres undefined),6,2,14,0,-4,2.4,-1,-1.0,-4,i
COc1ccccc1N(C)S(=O)(=O)c1ccc(C(=O)NCC2CCCCC2)cc1,4,3,9,-1,6,2.2,-3,0.4,-10,i
COc1ccc2c(c1)C(=O)N(c1ccccc1C)C(=O)C2(C)C,3,-2,11,3,1,-0.3,-3,0.2,-5,nt
COc1ccc(OCC(=O)OCCNC(=O)c2cccnc2)cc1,0,-6,-4,7,16,-2.8,2,-1.8,6,i
CCOC(=O)C1CCCN(c2ccc(NC(=O)c3snc4c(=O)[nH]c(C)nc34)cc2)C1 (centres undefined),-22,6,10,9,-13,3.8,5,-0.3,0,i
O=[N+]([O-])c1ccc(Oc2ccc(F)cc2Br)c2ccncc12,-20,5,8,-9,3,3.9,5,-0.7,-3,i
Cc1ncoc1C(=O)N1CCCC(CCC(=O)NCc2ccccc2F)C1 (centres undefined),-2,-2,-2,0,-8,-0.9,-4,0.1,-1,i
CC(C)OC(=O)CSc1nc2cccnc2n1-c1ccc(F)cc1,-2,-1,1,4,-1,-0.2,-7,-0.4,-2,i
COc1ccc(N(CC(=O)NCCSCc2cccc(Cl)c2)S(C)(=O)=O)cc1Cl,1,-1,17,4,-4,2.2,-8,-1.9,-10,i
CC(C)NC(=O)N1CCC(c2nc3ccccc3s2)CC1,-1,1,-5,-2,10,-0.6,-2,0.0,-8,i
COc1cc(NC(=O)COC(=O)/C=C/c2c(C)nn(-c3ccc(F)cc3)c2Cl)cc(OC)c1,-3,2,-2,-15,-10,6.5,-7,-0.6,-15,i
O=C(NCC1CCCCC1)c1cc(S(=O)(=O)N2CCCCC2)ccc1Cl,2,-2,-29,-3,-14,1.3,-9,-0.1,-7,i
Cc1c(CC(=O)NCCCC(=O)O)c(=O)oc2cc3occ(-c4ccccc4)c3cc12,12,0,11,-2,-5,-2.3,2,-0.8,11,i

# Results in DNMT1 inh, for 6 of the compounds above:
SMILES,DNMT1 inh
O=C1/C(=C/c2ccccc2)SC(=S)N1C1CCS(=O)(=O)C1 (centres undefined),-4
COc1ccc(N2C(=O)c3ccccc3S2(=O)=O)cc1,1
Cc1ccc(-n2c(SCC(=O)O)nc3sc4c(c3c2=O)C(C)CCC4)cc1 (centres undefined),0
COc1ccccc1N(C)S(=O)(=O)c1ccc(C(=O)NCC2CCCCC2)cc1,-1
COc1ccc2c(c1)C(=O)N(c1ccccc1C)C(=O)C2(C)C,3
COc1ccc(OCC(=O)OCCNC(=O)c2cccnc2)cc1,7

# Source: PubChem (several laboratories)

# Compounds were not picked by outcome; 4.6% or so of the library scored in one or more.
